Salmonella PhoP GFP – PhoP-dependent GFP reporter repression – Salmonella Typhimurium, primary screen (AID 1863) | hit rate 0.16% among 300,000 | inhibition, % at 50 µM; hits with a dose series show IC50 in µM | S. Typhimurium PhoP-regulated promoter GFP reporter, 4 h; higher % means a stronger effect;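 active means inhibition over 29.93%, a cutoff 3 SD above the screen mean, later confirmed by dose response; inconclusive means inhibition over 29.93% but no dose response follow-up; inactive means inhibition at most 29.93% or unconfirmed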;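 further: 0% = low Mg2+ inducing control and 100% = high Mg2+ repressing control; strong numbers were not always called active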
RSV CPE inhibition – inhibition of RSV-induced cytopathic effect – HEp-2 cells, primary 10 µM value included (AID 2391); CPE inhibition, % at 10 µM; hits with a dose series show IC50 in µM; hit rate 0.13% among 310,000; HEp-2 cells, RSV-induced CPE inhibition; higher % means a stronger effect; in the data active means a potency from the dose series; inconclusive means CPE inhibition mostly from about 23% at the one dose, without a potency; inactive means the rest, 99 in 100 with CPE inhibition below about 21%; further: strong numbers were not always called active
Large T inhibition – SV40 large T antigen inhibitors, biochemical (AID 1903) | hit rate 0.39% among 310,000 | SV40 large T antigen ATPase/helicase inhibition assay; higher % means a stronger effect | one-dose inhibition, % at 20 µM; IC50 in µM for titrated hits; in the data active means a potency from the dose series; inconclusive means inhibition mostly from about 32% at the one dose, without a potency; inactive means the rest, 99 in 100 with inhibition below about 32%; further: strong numbers were not always called active
An asterisk follows results filed as active; ? = inconclusive. This is a subset, so the mix of outcomes need not match the whole.

1) COCCCN(C(=O)CSCC(=O)Nc1cccc(C)c1)c1c(N)n(Cc2ccccc2)c(=O)[nH]c1=O
2) Cc1ccc(C(=O)NCC(=O)OC(C)C(=O)NC2CCCCC2C)cc1C (centres undefined)
3) CCOc1ccc(NS(=O)(=O)c2ccc3[nH]cc(C(=O)NC(C)CC)c(=O)c3c2)cc1 (centres undefined)
4) COc1ccc(CC(=O)Oc2ccc(C(C)C)cc2)cc1S(=O)(=O)N1CCOCC1
5) CCN(CC(=O)Nc1ccc2c(c1)OCCO2)C(=O)C1CC(=O)N(c2ccc(OC)cc2OC)C1 (centres undefined)
6) O=C(CSc1nc(C(F)(F)F)cc(=O)[nH]1)N1CCCC1
assay / entry,1,2,3,4,5,6
Salmonella PhoP GFP,-1%,-7%,4%,3%,9%,5%
RSV CPE inhibition,0.2%,1.0%,8.5%,0.0%,-2.5%,-0.3%
Large T inhibition,12%,10%,0%,12%,8%,-5%

7) COc1ccc(C2(C)NC(=O)N(CC(=O)Nc3ccc4[nH]c(=O)[nH]c4c3)C2=O)cc1 (centres undefined)
8) Cc1ccc(SCC(=O)OC(C)C(=O)NC2(C#N)CCCCC2)cc1 (centres undefined)
9) CCCCCN(C(=O)CCC(=O)OCc1cccc(F)c1)c1c(N)n(CCCC)c(=O)[nH]c1=O
10) CC1(c2ccccc2)NC(=O)N(CC(=O)Nc2cc3c(cc2Br)OCCO3)C1=O (centres undefined)
11) CCOc1ccc(NC(=O)CSc2nccn(-c3ccc4c(c3)OCCO4)c2=O)cc1
12) CCOc1ccc(OCCC(=O)NNC(=O)c2ccccc2Cl)cc1
assay / entry,7,8,9,10,11,12
Salmonella PhoP GFP,0%,-11%,-2%,-7%,0%,6%
RSV CPE inhibition,0.0%,-2.4%,-1.9%,-0.6%,-0.4%,1.1%
Large T inhibition,7%,0%,16%,5%,16%,-3%

10 entries from above, with two lines to a compound:
The line under a structure holds: Salmonella PhoP GFP	RSV CPE inhibition	Large T inhibition
1	COCCCN(C(=O)CSCC(=O)Nc1cccc(C)c1)c1c(N)n(Cc2ccccc2)c(=O)[nH]c1=O
→ -1%	0.2%	12%
2	Cc1ccc(C(=O)NCC(=O)OC(C)C(=O)NC2CCCCC2C)cc1C (centres undefined)
→ -7%	1.0%	10%
3	CCOc1ccc(NS(=O)(=O)c2ccc3[nH]cc(C(=O)NC(C)CC)c(=O)c3c2)cc1 (centres undefined)
→ 4%	8.5%	0%
4	COc1ccc(CC(=O)Oc2ccc(C(C)C)cc2)cc1S(=O)(=O)N1CCOCC1
→ 3%	0.0%	12%
5	CCN(CC(=O)Nc1ccc2c(c1)OCCO2)C(=O)C1CC(=O)N(c2ccc(OC)cc2OC)C1 (centres undefined)
→ 9%	-2.5%	8%
6	O=C(CSc1nc(C(F)(F)F)cc(=O)[nH]1)N1CCCC1
→ 5%	-0.3%	-5%
7	COc1ccc(C2(C)NC(=O)N(CC(=O)Nc3ccc4[nH]c(=O)[nH]c4c3)C2=O)cc1 (centres undefined)
→ 0%	0.0%	7%
8	Cc1ccc(SCC(=O)OC(C)C(=O)NC2(C#N)CCCCC2)cc1 (centres undefined)
→ -11%	-2.4%	0%
9	CCCCCN(C(=O)CCC(=O)OCc1cccc(F)c1)c1c(N)n(CCCC)c(=O)[nH]c1=O
→ -2%	-1.9%	16%
10	CC1(c2ccccc2)NC(=O)N(CC(=O)Nc2cc3c(cc2Br)OCCO3)C1=O (centres undefined)
→ -7%	-0.6%	5%

Next records.
13) Cc1ccc(S(=O)(=O)N2[C@@H](c3ccc(F)cc3)C(C(=O)O)=CC[C@H]2c2cccs2)cc1
14) CCC1(CC)NC(=O)N(CC(=O)OCC(=O)Nc2ncc(Cl)cc2Cl)C1=O
15) COc1ccc2nc(C3CCCCC3)nc(C3CCCCC3)c2c1
16) CN(C)CCCN(C(=O)c1ccc(S(=O)(=O)N2CCCCCC2)cc1)c1nc2c(F)cc(F)cc2s1
17) COc1ccc(C(=O)NCC2CCCN2S(=O)(=O)c2cccs2)cc1OC (centres undefined)
18) Cc1cccc(N(Cc2ccccc2)C(=O)c2cc(S(=O)(=O)N3CCOCC3)ccc2F)c1
assay / entry,13,14,15,16,17,18
Salmonella PhoP GFP,14%,-2%,9%,-3%,-3%,3%
RSV CPE inhibition,-2.1%,-1.5%,3.7%,-0.1%,2.5%,4.5%
Large T inhibition,14%,9%,10%,15%,4%,9%

19) O=C(COC(=O)COc1cccc(C(F)(F)F)c1)NC1CCS(=O)(=O)C1 (centres undefined)
20) CCCN(CC(=O)Nc1ccccc1C)C(=O)c1ccc(N2CCCC2)c([N+](=O)[O-])c1
21) CS(=O)(=O)c1ccc(N)c(SSc2cc(S(C)(=O)=O)ccc2N)c1
22) Cc1ccc(S(=O)(=O)N2CCC(C(=O)OCC(=O)N3CCC(C)CC3)CC2)cc1C
23) CCN(CC)S(=O)(=O)c1ccc(C)c(NC(=O)COC(=O)CN2C(=O)NC(C)(C)C2=O)c1
24) Cc1ccc(NC(=O)c2cc(S(=O)(=O)N(C)C)ccc2N2CCCC2)cc1S(=O)(=O)N(C)C
assay / entry,19,20,21,22,23,24
Salmonella PhoP GFP,4%,-6%,5%,-2%,10%,-3%
RSV CPE inhibition,1.1%,2.4%,-0.6%,-0.6%,-1.1%,-2.6%
Large T inhibition,15%,14%,13µM*,12%,13%,14%

25) COc1ccc(S(=O)(=O)NCC(c2ccc3c(c2)OCO3)N2CCOCC2)cc1 (centres undefined)
26) O=C(CS(=O)(=O)c1ccccc1)Nc1nnc(-c2cccs2)o1
27) CCOC(=O)C1CCN(C(=O)c2ccc3c(=O)n4c(nc3c2)CCCCC4)CC1
28) Cc1sc(NC(=O)c2ccc3ncsc3c2)c(C(N)=O)c1C
29) O=C(NCC1CCCO1)c1ccc(-c2ccccc2Cl)o1 (centres undefined)
30) CN(C(=O)COC(=O)c1ccc(F)c(S(=O)(=O)N2CCOCC2)c1)C1CCS(=O)(=O)C1 (centres undefined)
assay / entry,25,26,27,28,29,30
Salmonella PhoP GFP,7%,-2%,-2%,4%,-8%,1%
RSV CPE inhibition,-2.1%,-0.8%,-0.6%,3.1%,-1.1%,-1.0%
Large T inhibition,25%,22%,7%,13%,8%,9%

31) CC(C)Oc1ccc(S(=O)(=O)N2CCOCC2)cc1NC(=O)C1=COCCO1
32) CCOC(=O)C1=C(COC(=O)c2ccccc2[N+](=O)[O-])NC(=O)NC1C (centres undefined)
33) Cc1ccn2c(=O)nc(SCC(=O)NCc3ccc(F)cc3)nc2c1
34) CCOc1ccc(CCNC(=O)COC(=O)c2nn(C)c(=O)c3ccccc23)cc1OCC
35) C#CCOCCOCCOCCNc1nc(N2CCN(C(=O)CCCCCCCCCCNC(=O)[C@H]([C@@H](C)CC)n3cc(CCCCN=C(N)N)nn3)CC2)nc(N2CCN(C(=O)CCCCCCCCCCNC(=O)[C@@H]([C@H](C)O)n3cc(C)nn3)CC2)n1
36) Cc1ccc(-c2csc(NC(=O)C3=COCCO3)n2)cc1C
assay / entry,31,32,33,34,35,36
Salmonella PhoP GFP,-2%,-3%,1%,0%,3%,-6%
RSV CPE inhibition,-1.8%,-0.5%,0.9%,-1.2%,3.1%,5.6%
Large T inhibition,-2%,6%,24%,7%,8%,9%

37) Cc1cccc(NS(=O)(=O)c2cccc(C(=O)N3CCN(S(=O)(=O)c4ccccc4)CC3)c2)c1
38) O=C(COc1ccc([N+](=O)[O-])cc1)Nc1ccccc1C(=O)NC1CC1
39) Cc1ccc(Cc2nnc(SCC(=O)Nc3ccccc3)[nH]c2=O)cc1
40) Cc1cc(Br)ccc1NC(=O)CNC(=O)Cc1ccc(S(=O)(=O)N2CCOCC2)s1
41) CCOc1ccc(S(=O)(=O)N2CCOCC2)cc1NC(=O)CN1C(=O)NC(C)(c2ccccc2)C1=O (centres undefined)
42) CN(CC(=O)Nc1cccc(F)c1)C(=O)c1ccc(-c2cccc(C(F)(F)F)c2)o1
assay / entry,37,38,39,40,41,42
Salmonella PhoP GFP,4%,10%,-4%,-3%,-2%,5%
RSV CPE inhibition,2.1%,0.2%,1.3%,-1.9%,-0.4%,?
Large T inhibition,8%,6%,16%,7%,8%,4%

43) CC1CCN(S(=O)(=O)c2ccc(NC(=O)Cc3ccc(S(=O)(=O)N4CCOCC4)s3)cc2)CC1
44) CCCCn1c(N)c(N(CC(C)C)C(=O)C2CC(=O)N(c3ccccc3C(C)CC)C2)c(=O)[nH]c1=O (centres undefined)
45) COc1ccc(NC(=O)CN(C)C(=O)CCCSc2nc3ccccc3[nH]2)cc1
46) COc1ccccc1N(C)S(=O)(=O)c1ccc(Cl)c(C(=O)N2CCC2)c1
47) CC(OC(=O)CCN=C1NS(=O)(=O)c2ccccc21)C(=O)Nc1ccc(F)cc1 (centres undefined)
48) C[N+](C)(C)CC=O
assay / entry,43,44,45,46,47,48
Salmonella PhoP GFP,-1%,7%,-7%,0%,-6%,-7%
RSV CPE inhibition,8.0%,-1.7%,-0.1%,1.2%,-0.8%,0.1%
Large T inhibition,3%,18%,11%,2%,5%,11%

49) O=C(CNC(=O)C1(c2ccccc2)CC1)Nc1ccc(F)c(F)c1
50) Cc1cc(S(=O)(=O)Nc2ccc(C(=O)NCCCN3CCOCC3)cc2)ccc1F
51) CN(CC(=O)Nc1ccccc1C(F)(F)F)C(=O)CN1C(=O)C2CCCCC2C1=O (centres undefined)
52) Cc1c(C)n2c(SCC(=O)NC3CCCC3)nnc2[nH]c1=O
53) Cc1cc(NC(=O)CSCC(=O)N2CCN(c3cccc(C(F)(F)F)c3)CC2)no1
54) CC(Sc1nnc(-c2ccco2)n1C)C(=O)N(C)C1CCCCC1 (centres undefined)
assay / entry,49,50,51,52,53,54
Salmonella PhoP GFP,-8%,6%,-3%,4%,-1%,5%
RSV CPE inhibition,-1.2%,-1.6%,-1.9%,0.9%,0.1%,-0.7%
Large T inhibition,12%,4%,11%,16%,6%,5%

55) CCOC(=O)C1=C(COC(=O)COc2ccc(OCC)cc2)NC(=O)NC1C (centres undefined)
56) Cc1ccnc(NC(=O)CCC(=O)c2cccs2)c1
57) CCN(C(=O)COC(=O)C1CCN(S(=O)(=O)c2ccc(C)c(C)c2)CC1)C1CCS(=O)(=O)C1 (centres undefined)
58) CCC1(c2ccccc2)NC(=O)N(CC(=O)Nc2ccc(S(=O)(=O)N3CC(C)CC(C)C3)cc2)C1=O (centres undefined)
59) CCn1ccc2c(OCC(=O)NCCc3ccc(OC)c(OC)c3)cccc2c1=O
60) CC(OC(=O)Cn1[nH]c(=O)c2ccccc2c1=O)C(=O)NC1(C#N)CCCCC1 (centres undefined)
assay / entry,55,56,57,58,59,60
Salmonella PhoP GFP,-8%,-2%,2%,6%,-4%,0%
RSV CPE inhibition,-0.4%,-2.1%,-1.6%,20%,2.1%,0.6%
Large T inhibition,10%,6%,7%,5%,10%,1%

61) N#C/C(=C\c1ccc(O)c(O)c1)C(=O)c1ccc(O)c(O)c1
62) C[N+](C)(C)CC(O)CC(=O)O (centres undefined)
63) CN1CCCC(CC2c3ccccc3Sc3ccccc32)C1 (centres undefined)
64) Cc1cc(C)c2nc(N3CCN(C(=O)c4cccs4)CC3)sc2c1
65) CCCCn1c(N)c(N(CC(C)C)C(=O)CN(C)S(=O)(=O)c2ccc(NC(C)=O)cc2)c(=O)[nH]c1=O
66) CCN(CC(=O)Nc1ccccc1C(F)(F)F)C(=O)CCc1nc2sc3c(c2c(=O)[nH]1)CCCC3
assay / entry,61,62,63,64,65,66
Salmonella PhoP GFP,-10%,-4%,7%,5%,-4%,2%
RSV CPE inhibition,-0.6%,-1.2%,-2.1%,?,-1.0%,1.9%
Large T inhibition,0.82µM*,8%,5%,16%,11%,7%

67) Cc1ccc(NC(=O)CCNS(=O)(=O)c2ccc(Br)cc2)cc1S(=O)(=O)N1CCOCC1
68) COCCCN(C(=O)CCOc1ccc(C)cc1)c1c(N)n(Cc2ccccc2)c(=O)[nH]c1=O
69) COc1ccc(NC(=O)C(=O)NCC2CCCN2S(=O)(=O)c2ccc(C)cc2)cc1 (centres undefined)
70) O=C(Nc1ccc(S(=O)(=O)N2CCCCC2)cc1)C1CCN(C(=O)c2ccc(F)cc2)CC1
71) CCCCn1c(N)c(N(CCC(C)C)C(=O)c2ccc3c(c2)OCCO3)c(=O)[nH]c1=O
72) CC1CCC(NC(=O)c2ccc(-n3cncn3)c([N+](=O)[O-])c2)CC1 (centres undefined)
73) O=C(CSc1ccc(F)cc1)NCC1(N2CCOCC2)CCCCC1
assay / entry,67,68,69,70,71,72,73
Salmonella PhoP GFP,2%,-1%,6%,11%,-5%,-4%,-5%
RSV CPE inhibition,0.5%,0.8%,2.9%,1.1%,-1.6%,-1.2%,0.6%
Large T inhibition,6%,1%,18%,5%,7%,9%,15%

High-throughput results from PubChem.
